Bioassay records as filed in PubChem BioAssay.
Shiga inhibitor = A qHTS for Small Molecule Inhibitors of Shiga Toxin. AID 2315, 2010. Vero cells, Shiga toxin protein synthesis inhibition reporter. inhibition, % at 38.7 µM. 290,000 tested, 9.2% active; in the data active = inhibition mostly above about 28%, no sharp cut-off; inactive = mostly below about 43%; note: 0% is about no effect
AMA1-RON2 inh = qHTS for Inhibitors of AMA1-RON; Towards Development of Antimalarial Drug Lead: Primary Screen; Plasmodium falciparum AMA1 (3D7) - RON2 peptide interaction; Potency, µM (highest dose often 58.2 µM), inactives show at the top dose activity change, negative = inhibition, most hits filed as inhibitors; AID 720542, 2013; AlphaScreen AMA1-biotinylated RON2 peptide binding; 360,000 tested, 0.2% active;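 note: potency is the fitted concentration of half-maximal effect; 0% = vehicle wells and -100% = peptide control; nearly all actives have a fitted effect of over 45% in size; some results filed as inactive show a strong effect at the top dose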
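AMA1 (3D7) with his tag at 25 nM final met compounds first, then biotinylated RON2 peptide at 25 nM; detection used donor plus acceptor beads, 10 µg/mL apiece, read by AlphaScreen after 30 min at room temperature.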
AmpC detergent = qHTS Inhibitors of AmpC Beta-Lactamase (assay with detergent). P00811. AmpC hydrolysis of nitrocefin, absorbance 480 nm, 0.01% Triton. Potency, µM (titrated, usually from 114 µM), for the others: top-dose activity change, negative = inhibition, most hits filed as inhibitors. 370,000 tested, 0.041% active. AID 485294, 2010;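 note: potency is the fitted concentration of half-maximal effect; 0% = no-compound wells and -100% = no-enzyme wells; nearly all actives have a fitted effect of over 25% in size; some results filed as inactive show a strong effect at the top dose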
Target sequence (P00811 whole entry, looked up): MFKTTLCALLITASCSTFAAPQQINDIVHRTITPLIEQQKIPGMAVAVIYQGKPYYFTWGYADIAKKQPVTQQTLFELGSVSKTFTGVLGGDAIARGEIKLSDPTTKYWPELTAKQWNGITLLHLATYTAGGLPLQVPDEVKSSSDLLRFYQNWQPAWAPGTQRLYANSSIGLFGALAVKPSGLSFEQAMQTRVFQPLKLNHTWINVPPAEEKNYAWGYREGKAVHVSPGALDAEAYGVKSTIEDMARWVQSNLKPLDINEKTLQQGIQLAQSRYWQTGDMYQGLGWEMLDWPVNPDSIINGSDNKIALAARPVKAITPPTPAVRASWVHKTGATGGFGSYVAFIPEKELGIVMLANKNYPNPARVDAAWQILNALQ
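20 mM phosphate pH 7.0 + 0.01% (detergent screen) or 0.0001% Triton X-100; 5.3 nM AmpC reagent; cpd preinc 15 min RT; nitrocefin (800 uM stock) to start; A480 q20 s × 4 min; Activity was normalised to no-enzyme and no-compound control wells.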
HCMV inh = qHTS Assay for inhibitors of the human cytomegalovirus (HCMV); HFF cells, HCMV-luciferase reporter, 72 h; active compounds read low; activity change, negative = inhibition, % at 57.5 µM; 410,000 tested, 4.5% active; in the data active = activity change below about -60%; inconclusive = no clear call, values can overlap the other calls; inactive = above about -39%; note: % is set by controls: 0 for no effect and ±100 for the full control effect
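HFF cells seeded 16 h at 37C, treated with compounds, infected with luciferase-reporter HCMV at MOI 1 PFU/cell; luciferase read at 72 h post infection, normalized to buffer-only and Salinomycin controls.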
AmpC no deterg = qHTS Inhibitors of AmpC Beta-Lactamase (assay without detergent); AID 485341, 2010; AmpC nitrocefin hydrolysis, absorbance 480 nm, 0.0001% Triton; Potency, µM (top dose mostly 57.1 µM), inactives show at the top dose activity change, negative = inhibition, usual class: inhibitors; 330,000 tested, 0.52% active;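 note: potency is the fitted concentration of half-maximal effect; plate controls were no compound for no effect and no enzyme for full effect; nearly all actives have a fitted effect of over 20% in size; some results filed as inactive show a strong effect at the top dose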
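AmpC (5.3 nM in the dispensed reagent) in 20 mM phosphate pH 7.0 with 0.01% (detergent screen) or 0.0001% Triton X-100 was preincubated with compounds for 15 min at room temperature. Nitrocefin was then added from an 800 uM solution, and hydrolysis was followed at 480 nm.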
Giardia FBPA inh = qHTS Assay for Inhibitors of Fructose-1,6-bisphosphate Aldolase from Giardia Lamblia; A8B2U2; purified Giardia FBPA; Potency, µM (doses to about 59.6 µM), for inactives: at the highest dose activity, negative = inhibition, actives largely listed as inhibitors; 290,000 tested, 0.71% active; note: potency is the fitted concentration of half-maximal effect; % is set by controls: 0 for no effect and ±100 for the full control effect; nearly all actives have a fitted effect of over 55% in size
Target sequence (A8B2U2 whole entry, looked up): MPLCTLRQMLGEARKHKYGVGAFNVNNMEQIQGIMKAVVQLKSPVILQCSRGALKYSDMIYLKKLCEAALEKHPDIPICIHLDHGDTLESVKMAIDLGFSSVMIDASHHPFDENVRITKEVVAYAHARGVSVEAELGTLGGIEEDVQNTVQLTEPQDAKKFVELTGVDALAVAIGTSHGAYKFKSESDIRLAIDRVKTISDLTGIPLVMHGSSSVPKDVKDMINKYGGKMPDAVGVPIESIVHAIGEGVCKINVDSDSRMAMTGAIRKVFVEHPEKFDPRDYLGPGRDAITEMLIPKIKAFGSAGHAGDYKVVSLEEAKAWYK
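40 nM FBPA preincubated 10 min at RT with compound (up to 57.5 uM final), then substrate plus GAPDH/TPI/NAD/arsenate coupling and diaphorase/resazurin added. Fluorescence read after 20 min at RT, 525/598 nm.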
Cycloheximide cs = Cycloheximide Counterscreen for Small Molecule Inhibitors of Shiga Toxin; cell reporter, cycloheximide protein synthesis inhibition counterscreen; max response, %; 300,000 tested, 12% active; AID 2314, 2010; in the data active = max response mostly above about 13%, no sharp cut-off; inactive = mostly below about 14%; note: read at 38.3 µM for the half of the compounds with a filed dose; 0% is about no effect
An asterisk follows results filed as active; ? = inconclusive; / = not tested or not shown; + = active, no number; & = joins results of further samples; ! = not active in a repeat; [ ] = dose if it differs, or a comment. Unless noted, calls come from the whole dose curve; as a rule, active = well fitted curve in the direction sought with a large enough effect; inconclusive = small, poorly fitted or top-dose-only effect, or another doubt; inactive = no such curve, though single readings can be large; an effect the other way counts as inactive or inconclusive.

SMILES	Shiga inhibitor	AMA1-RON2 inh	AmpC detergent	HCMV inh	AmpC no deterg	Giardia FBPA inh	Cycloheximide cs
CCN1CCN(C(=O)/C=C/c2ccc3c(c2)OCO3)CC1	19	24%	-4%	-32	-5%	4%	16
CCOc1ccc(N(CC(=O)NCC2CCCO2)S(=O)(=O)c2ccc(C)cc2)cc1 (stereo not given)	-5	8%	-1%	6	87%[activator]	9%	1
COc1ccc(NS(=O)(=O)c2cc(NC(=O)c3cc(F)c(F)cc3Cl)ccc2N2CCOCC2)cc1	/	-15%	/	-24	-8%	/	/
O=C(Nc1cccc2ccccc12)c1ccc(F)cc1	52*	0%	0%	0	-10%	6%	44*
COc1ccc(-c2c(-c3ccsc3)oc(=O)c3cc(OC)c(OC)cc23)cn1	/	-4%	/	11	-13%	/	/
Cc1ccc(NS(=O)(=O)c2ccc(-n3cccn3)cc2)c(C)c1	-2	-5%	0%	?	-42%	/	1
O=C(NCC1CCCO1)C1CCN(C2CCN(C(=O)C3CCCCC3)CC2)CC1 (stereo not given)	-45	2%	-1%	-5	25%	0%	-2
CCOc1ccc(N2CC(C(=O)Nc3ccccc3C(=O)N3CCOCC3)CC2=O)cc1 (stereo not given)	-3	17%	-8%	40	32%	10%	-7
CCn1nc(C)c(Br)c1-c1nc(CS(=O)(=O)c2ccc(F)cc2)no1	-3	-13%	-5%	-18	1%	2%	7
Cn1c(=O)c2c(nc(SCc3cccnc3)n2Cc2ccc(F)cc2)n(C)c1=O	-10	-6%	-1%	-3	85%[activator]	-6%	7
O=C(CSc1nc2ccccc2o1)NC1CCCC1	20	32%[activator]	?	32	-17%	8%	7
Cn1c(O)c(C=Nc2ccc(F)cc2)c(=O)[nH]c1=O	-3	15%	-6%	-30	-15%	2%	-2
Cc1nn(Cc2ccccc2)c(C)c1C(=O)N1CCN(S(=O)(=O)/C=C/c2ccccc2)CC1	/	-1%	-1%	0	179%[activator]	/	/
Cc1ccc(SCC(=O)NC2CCS(=O)(=O)C2)cc1 (stereo not given)	14	-2%	-2%	-65*	-18%	2%	-5
CN(C(=S)Nc1ccc(Oc2ccccc2)cc1)C1CCCCC1	-3	75%[activator]	0%	?	-47%	-3%	22*
CN(C)CC#CCOC(c1ccccc1)c1ccccc1	5	-13%	0%	-28	56%	-8%	1
Brc1cccc(-c2n[nH]c(-c3ccccc3)n2)c1	146*	-5%	-4%	121	8.9µM*	-11%	64*
Cc1ccc(S(=O)(=O)c2nc(-c3ccccc3Cl)oc2N2CCN(C)CC2)cc1	/	-28%	/	11	196%[activator]	/	/
CC(C)Cn1c(CN2CCN(C)C(CCO)C2)nc2ccccc21 (stereo not given)	-5	55%[activator]	-7%	17	-18%	-15%	2
COc1ccc(N2CCN(Cc3cc(=O)oc4ccc(C)cc34)CC2)cc1	2	-10%	-8%	28	-2%	-2%	-1
CSCC[C@@H]1NC(=O)[C@@H](NC(=O)[C@H](CCCNC(=N)N)NC(=O)[C@H](CC(C)C)NC(=O)[C@H](CCSC)NC(=O)[C@H](CC(=O)O)NC(=O)[C@H](Cc2ccccc2)NC(=O)[C@@H](N)CC(=O)O)CSSC[C@@H](C(=O)N[C@@H](Cc2c[nH]c3ccccc23)C(=O)N[C@@H](CCC(N)=O)C(=O)N[C@H](C(=O)O)C(C)C)NC(=O)[C@@H]2CCCN2C(=O)[C@H](CCCNC(=N)N)NC(=O)[C@H](Cc2ccc(O)cc2)NC(=O)[C@H](C(C)C)NC(=O)[C@H](CCCNC(=N)N)NC(=O)CNC(=O)[C@H](CC(C)C)NC1=O	-5	/	/	/	/	2%	-8
C=CCN(C(=O)Nc1ccc2oc(C)nc2c1)c1ccccc1	117*	2%	2%	49	-17%	-28%	45*
COC(=O)CSC1=C(C#N)C(c2ccc(Cl)cc2)C(C(=O)OC)C(=O)N1 (stereo not given)	-9	-4%	-14%	3	-8%	0%	-6
CC(C)(C)NC(=O)c1ccc2c3c(cccc13)CC2	33	-4%	2%	-32	-9%	2%	12
CCOC(=O)N1CCN(C(=O)CSc2ccc3nnc(-c4ccncc4)n3n2)CC1	10	-23%	2%	-32	-3%	2%	-6

Of the compounds above, 4 contain an aryl thioether with sulfur outside any ring.
SMILES	Shiga inhibitor	AMA1-RON2 inh	AmpC detergent	HCMV inh	AmpC no deterg	Giardia FBPA inh	Cycloheximide cs
Cn1c(=O)c2c(nc(SCc3cccnc3)n2Cc2ccc(F)cc2)n(C)c1=O	-10	-6%	-1%	-3	85%[activator]	-6%	7
O=C(CSc1nc2ccccc2o1)NC1CCCC1	20	32%[activator]	?	32	-17%	8%	7
Cc1ccc(SCC(=O)NC2CCS(=O)(=O)C2)cc1 (stereo not given)	14	-2%	-2%	-65*	-18%	2%	-5
CCOC(=O)N1CCN(C(=O)CSc2ccc3nnc(-c4ccncc4)n3n2)CC1	10	-23%	2%	-32	-3%	2%	-6

Next entries
SMILES	Shiga inhibitor	AMA1-RON2 inh	AmpC detergent	HCMV inh	AmpC no deterg	Giardia FBPA inh	Cycloheximide cs
COc1ccc(CC(=O)N(C)C2CCCCC2)cc1S(=O)(=O)N1CCOCC1	-1	2%	-11%	-7	24%	1%	-1
C[C@@H]1CCCCCCCCC(=O)OCCN1C(=O)OC(C)(C)C	/	-1%	0%	47	77%[activator]	/	/
CC(C)[C@H](NC(=O)c1ccccc1)C(=O)OCC(=O)Nc1ncc(Cl)cc1Cl	/	-6%	/	11	-16%	/	/
CC(=O)N1Cc2cc([N+](=O)[O-])ccc2Oc2ccccc21	-8	0%	2%	28	-22%	-4%	-2
O=C(Nc1ccc(S(=O)(=O)NCC2CCCO2)cc1)c1ccccc1 (stereo not given)	-20	-13%	7%	?	-39%	0%	9
O=C(c1cccc(Cl)c1)N1CCC(=O)N(C(COCc2cccc(Cl)c2)Cc2ccccc2)CC1 (stereo not given)	-11	-5%	-10%	0	159%[activator]	-7%	-4
Cc1cccc(Nc2nc(N)c([N+](=O)[O-])c(NCCO)n2)c1	-9	-8%	6%	-8	-13%	-1%	-3
COc1ccc(Oc2ccc3c(C(F)(F)F)cc(C(F)(F)F)nc3n2)cc1	-15	-11%	?	?	-8%	0%	-1
O=C(OCC(=O)N1CCc2ccccc21)c1c2c(nc3ccccc13)CCCCC2	+	1%	?	?	-29%	-2%	20*
COc1ccc(C(=O)NC(=S)Nc2ccc(N3CCCC3)cc2)cc1OC	11	-15%	-9%	4	-15%	-3%	-1
Cn1c(N)c(S(=O)(=O)c2ccc(Br)cc2)c2nc3ccccc3nc21	-16	4%	-10%	37	-35%	-20%	1
COc1ccc(CCN2CC(C(=O)N(C)C3CCOCC3)CCC2=O)cc1 (stereo not given)	17	-13%	0%	39	3%	1%	18
Cc1ccc(S(=O)(=O)NCC(C)n2cncn2)cc1 (stereo not given)	-3	12%	6%	-3	-14%	-2%	-4
CCOC(=O)N1CCN(C(=O)CSc2nnc(Cc3ccccc3)o2)CC1	-6	0%	?	10	10%	1%	-2
CCN(c1ccccc1)S(=O)(=O)c1cc2c(cc1C)n(C)c(=O)c(=O)n2C	10	4%	-4%	-6	7%	-3%	1
Cc1cc(C)c(C)c(C(=O)COC(=O)CNC(=O)CN2C(=O)c3ccccc3C2=O)c1C	-9	-1%	-9%	-7	-7%	0%	-3
Cc1cc(C)cc(NC(=O)COC(=O)c2ccc3c(c2)OCCO3)c1	/	-3%	8%	-17	-7%	/	/
O=C(Nc1cccc2ncccc12)c1ccc(Br)c([N+](=O)[O-])c1	17	4%	-14%	-63*	-31%	-13%	-4
CCCCC1(CO)C(=O)N(c2ccccc2)N(c2ccccc2)C1=O	12	-22%	0%	-11	0%	-8%	0
N=c1c2c3c(sc2ncn1Cc1ccco1)CCCCC3	42	3%	-6%	-29	0%	9%	21*
Cc1cccc(C)c1NC(=O)CSc1nnc([C@H](C)NC(=O)OC(C)(C)C)o1	16	17%	?	1	-18%	2%	0
COc1ccc(N(CC(=O)NCc2ccco2)S(=O)(=O)c2ccc(C)cc2)cc1OC	3	2%	-12%	-2	-9%	-3%	7
CCOC(=O)C1=C(C)NC(C)=C(C(=O)OCC)C1c1ccc(Br)o1	-2	8%	-17%	-79*	-15%	-15%	-5
COC(=O)C(C(=O)OC)C(C(C)C)C(C(=O)OC)C(=O)OC	-3	3%	-1%	6	-17%	0%	-3
O=C(NCCc1ccccc1)C1c2ccccc2C(=O)N1Cc1cccs1 (stereo not given)	30	5%	-7%	?	-28%	12%	1

(listing goes on)
SMILES	Shiga inhibitor	AMA1-RON2 inh	AmpC detergent	HCMV inh	AmpC no deterg	Giardia FBPA inh	Cycloheximide cs
CCOC(=O)c1c(NC(=O)CN2CCCc3ccccc32)sc(C(C)=O)c1C	48	-1%	-5%	30	-24%	2%	-1
CN(C)c1ccc(C(=O)OCC(=O)N2CCOCC2)cc1	39	16%	2%	-37	-16%	6%	23*
CN(CC(=O)Nc1ccc(F)c(F)c1F)C(=O)CN1C(=O)NC2(CCCC2)C1=O	/	0%	-11%	-1	30%	/	/
O=C(CSc1ncnc2c1cnn2CCc1ccccc1)Nc1cccc(C(F)(F)F)c1	-3	9%	?	19	-36%	-7%	14
CC(=O)NS(=O)(=O)c1ccc(NC(=O)/C=C/c2ccccc2Cl)cc1	-5	0%	?	17	-28%	15%	-8
COc1ccccc1C(=O)Nc1ccc(S(=O)(=O)NC2=NCCCCC2)cc1	-4	5%	-20%	-60*	0%	1%	-3
CCOC(=O)c1cc2c(=O)n3ccccc3nc2n(CCOC)c1=NC(=O)c1c(-c2c(F)cccc2Cl)noc1C	-1	-3%	4%&-3%	-61*!	-11%	5%	1
CC[C@]1(c2ccccc2)C(=O)N(C(=O)OC)N1C(=O)OC	-2	8%	?	-19	-2%	-11%	10
Nn1c(Cc2cccc3ccccc23)nnc1SCn1nnc2ccccc2c1=O	-26	4%	5%	33	-32%	6%	9
CCOc1ccccc1N1CCN(C(=O)c2ccccc2SCC(=O)N2CCCC2)CC1	27*	-8%	1%	34	122%[activator]	/	15*
Cc1ccc(-n2nc3c(=O)n(C(C)C(=O)NCCCc4ccccc4)nc(C)c3c2C)cc1 (stereo not given)	-3	-9%	-4%	0	42%	7%	12
COc1cc(/C=C2\SC(=S)N(CCC(=O)Nc3ccccc3)C2=O)cc(OC)c1OC	7	2%	6%	-18	-9%	9%	1
